PTAP TSG101 blk = blocks PTAP/TSG101 interaction to inhibit HIV-1 budding | Q99816 | Fluorescence polarization, FITC-PTAP peptide / Tsg101 binding | Potency, µM (top dose mostly 115 µM), without a hit: at the top dose activity change, negative = inhibition, most hits filed as inhibitors | 340,000 tested, under 10 active | AID 493005; active = well fitted inhibition curve with a large enough effect in the main read-out, with a control signal flat, not every such curve was filed as active; inconclusive = small, poorly fitted or top-dose-only effect, or effect the other way, or a change in a side signal; inactive = no such curve, though single readings can be large or run the other way; note: potency is the fitted concentration of half-maximal effect; % of control where 0% means no effect
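Compounds were pin-transferred onto Tsg101 binding domain (10 uM final) in HEPES pH 7.5 buffer, then FITC-PTAP peptide was added at 50 nM final. After 20 min at RT, polarization reported peptide displacement across a qHTS concentration series.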
PKM2 activator = activators of human pyruvate kinase M2 | 260,000 compounds, 0.34% hits | Potency, µM (titrated, usually from 57.5 µM), for inactives: at the top dose activation, usual class: activators | P14618 | purified PKM2, Kinase-Glo ATP luminescence, activation; response scale: 0% is enzyme alone, no compound | AID 1631; note: potency is the fitted concentration of half-maximal effect; % is set by controls: 0 for no effect and ±100 for the full control effect; nearly all actives have a fitted effect of over 55% in size
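hPK-M2, >95% pure; 0.1 mM ADP / 0.5 mM PEP final; imidazole pH7.2 buffer w/ 7 mM MgCl2, 50 mM KCl; 1 h RT; Kinase-Glo lum. Intermediate enzyme activity for dual inhibitor/activator qHTS.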
GALK inhibitor = blocks human galactokinase activity; P51570; Purified GALK, Kinase-Glo residual ATP luminescence; Potency, µM (titrated, usually from 57.5 µM), for the others: at the highest dose activity change, negative = inhibition, hits mostly inhibitors; 270,000 compounds, 0.007% hits; note: potency is the fitted concentration of half-maximal effect; % is set by controls: 0 for no effect and ±100 for the full control effect
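5 nM enzyme, 35 uM ATP, 100 uM galactose, 20 mM HEPES pH8.0, 5 mM MgCl2; 1 h RT; residual ATP by Kinase-Glo Plus luminescence, qHTS format.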
FBPA coupling cs = coupling enzyme interference in Giardia aldolase counter-screen. coupling enzyme system counterscreen, AmpLite Red fluorescence. activity change, negative = inhibition, % at 58.2 µM, hits read low. 290,000 compounds, 0.67% hits. AID 2472; in the data active = activity change below about -30%; note: % is set by controls: 0 for no effect and ±100 for the full control effect
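Compounds tested against the coupling enzymes alone at 57.5 uM final; readout was AmpLite Red fluorescence (525/598 nm) after 20 min at RT.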
Menin MLL FP TR = displaces Texas Red mutant MLL peptide from human menin | Menin + Texas Red MLL mutant peptide, fluorescence polarization | AID 1768 | Potency, µM (doses to about 61.6 µM), for inactives: top-dose FP activity change, negative = inhibition, actives largely listed as inhibitors | O00255 | 270,000 compounds, 0.23% hits; active = well fitted inhibition curve with a large enough effect in the polarisation, with a control signal flat, not every such curve was filed as active; inconclusive = small, poorly fitted or top-dose-only effect, or effect the other way, or a change in a side signal; inactive = no such curve, though single readings can be large or run the other way; the % refers to the polarisation; note: potency is the fitted concentration of half-maximal effect; % of control where 0% means no effect; many of its hits are not listed in these tables
Tb PFK inh = blocks T. brucei phosphofructokinase; O15648; Potency, µM (highest dose often 57.5 µM), without a hit: top-dose activity, negative = inhibition, hits mostly inhibitors; AID 485367; T. brucei PFK, ADP-Glo luminescence; 330,000 compounds, 0.17% hits;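 note: potency is the fitted concentration of half-maximal effect; 0% = uninhibited 1x PFK enzyme wells and -100% = no-enzyme wells; nearly all actives have a fitted effect of over 60% in size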
Target sequence (O15648 whole entry, looked up): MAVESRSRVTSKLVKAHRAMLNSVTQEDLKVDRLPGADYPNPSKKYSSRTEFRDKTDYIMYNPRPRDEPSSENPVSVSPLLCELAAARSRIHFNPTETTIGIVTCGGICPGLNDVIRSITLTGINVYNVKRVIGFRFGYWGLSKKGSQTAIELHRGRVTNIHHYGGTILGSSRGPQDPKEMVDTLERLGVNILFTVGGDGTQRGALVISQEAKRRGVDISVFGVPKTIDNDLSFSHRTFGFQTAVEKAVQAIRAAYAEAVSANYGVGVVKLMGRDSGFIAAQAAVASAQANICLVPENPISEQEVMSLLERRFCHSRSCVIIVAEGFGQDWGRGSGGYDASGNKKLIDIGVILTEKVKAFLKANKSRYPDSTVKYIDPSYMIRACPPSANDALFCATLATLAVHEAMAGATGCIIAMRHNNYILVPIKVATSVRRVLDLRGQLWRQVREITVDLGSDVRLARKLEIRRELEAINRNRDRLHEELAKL
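ADP-Glo luminescence quantified ADP after 45 min at room temperature, with 1.25 nM T. brucei PFK, 0.1 mM ATP and 0.5 mM fructose-6-phosphate in pH 8.0 TEA buffer. qHTS titrations up to 57 µM; curves classified by quality.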
B2AR arrestin = agonists driving beta-arrestin recruitment to human beta2-adrenergic receptor | Potency, µM (top dose mostly 46.1 µM), for inactives: top-dose activation, actives largely listed as activators | AID 492947 | 330,000 compounds, 0.02% hits | beta-arrestin recruitment to beta2AR, cell-based reporter;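 note: potency is the fitted concentration of half-maximal effect; 0% = DMSO controls and full agonism = EC100 isoproterenol or metaproterenol; nearly all actives have a fitted effect of over 65% in size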
Target sequence (P07550 whole entry, looked up): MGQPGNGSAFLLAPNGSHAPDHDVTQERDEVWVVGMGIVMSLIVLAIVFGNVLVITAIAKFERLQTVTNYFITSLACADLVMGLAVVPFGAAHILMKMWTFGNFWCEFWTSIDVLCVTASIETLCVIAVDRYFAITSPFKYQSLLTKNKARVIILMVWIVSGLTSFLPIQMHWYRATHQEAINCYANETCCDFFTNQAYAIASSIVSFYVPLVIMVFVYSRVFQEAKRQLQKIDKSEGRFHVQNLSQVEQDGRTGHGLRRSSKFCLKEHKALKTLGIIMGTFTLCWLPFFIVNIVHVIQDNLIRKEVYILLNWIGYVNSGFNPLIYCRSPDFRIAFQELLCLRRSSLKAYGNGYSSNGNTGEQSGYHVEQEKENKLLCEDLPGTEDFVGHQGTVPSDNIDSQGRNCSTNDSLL
Giardia killer = Giardia lamblia killing; 340,000 compounds, 0.15% hits; Giardia lamblia trophozoite viability; activity change, % at 7.66 µM, hits read low; in the data active = activity change below about -80%; inconclusive = between about -30% and that limit;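 note: parasites exposed to compound for two days anaerobically before the ATP read; % is set by controls: 0 for no effect and ±100 for the full control effect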
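Each well holds 100 Giardia trophozoites and compound. After two days (48 hrs) at 37 deg C in anaerobic conditions, ATP is quantified by luminescence.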
a7 integrin act = activators of alpha7 integrin expression for muscular dystrophy | alpha7betagal myoblasts, beta-gal FDG fluorescence, 48 h | Potency, µM (titrated, usually from 38.3 µM), inactives show top-dose activation, hits mostly activators | 350,000 compounds, 0.064% hits | AID 624291;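 note: potency is the fitted concentration of half-maximal effect; 100% = response of the positive control SU9516; nearly all actives have a fitted effect of over 60% in size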
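Alpha7betagal+/- myoblasts (passage 13) were plated 16-24 hr, then exposed to compounds (1:260 dilution of DMSO stock) for 48 hours at 37C. After MPER lysis, β-galactosidase reporter activity was read as FDG fluorescence (ex 480/em 540) after 30 minutes.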
S-ASM inh = human S-ASM enzyme inhibition; P17405; placental ASM, HMU-PC fluorogenic substrate, 60 min; Potency, µM (titrated, usually from 57.5 µM), for inactives: at the top dose activity change, negative = inhibition, hits mostly inhibitors; 340,000 compounds, 0.006% hits; note: potency is the fitted concentration of half-maximal effect
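qHTS format. ASM enzyme prepared from human placenta hydrolyses the fluorogenic substrate HMU-PC0 (9 uM final) over 60 min at 37 °C after a 10 min compound preincubation.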
Chronic BCR inh = chronic active BCR signaling inhibition. ABC-DLBCL IkBa-CBG/CBR reporter, luminescence ratio, 4 h. Potency, µM (highest dose often 46.1 µM), for the others: at the top dose ratio change, negative = lower green/red ratio, usual class: inhibitors. 340,000 compounds, 0.05% hits. AID 493014; active = well fitted inhibition curve with a large enough effect in the signal ratio, with a control signal flat, not every such curve was filed as active; inconclusive = small, poorly fitted or top-dose-only effect, or effect the other way, or a change in a side signal; the % refers to the signal ratio;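 note: potency is the fitted concentration of half-maximal effect; plate controls were basal doxycycline-induced cells for no effect and cells given 10 µM MG132 for full effect; MG132 reads +100%, hits lower the ratio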
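Compounds up to 46 uM were incubated four hours with TMD8 cells whose green CBG68 luciferase is fused to IkappaBalpha; red CBR luminescence normalised the signal, and concentration-effect curves were fitted to fusion, red and ratio data.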
The depositor's hits bear a star; i = inactive; u = inconclusive; x = no result given; [ ] = another dose, or the depositor's remark. Unless noted, calls come from the whole dose curve; as a rule, active = well fitted curve in the direction sought with a large enough effect; inconclusive = small, poorly fitted or top-dose-only effect, or another doubt; inactive = no such curve, though single readings can be large; an effect the other way counts as inactive or inconclusive. An excerpt (hit frequency here may not be typical).

Start of the data: the first 2 entries as a preview:
entry	SMILES	PTAP TSG101 blk	PKM2 activator	GALK inhibitor	FBPA coupling cs	Menin MLL FP TR	Tb PFK inh	B2AR arrestin	Giardia killer	a7 integrin act	S-ASM inh	Chronic BCR inh
1	CCOC(=O)Cn1c(=O)oc2cc(S(=O)(=O)NCCc3ccc(C)cc3)ccc21	-3%	1%	-2%	-1	-8%	-1%	0.2%	-1	-17%	2%	8%
2	S=C(N/N=C/c1ccco1)NC1CC2CCC1C2 (centres undefined)	0%	x	-1%	0	11%	-12%	u	-2	-14%	-2%	u

This part in full (from the top)
entry	SMILES	PTAP TSG101 blk	PKM2 activator	GALK inhibitor	FBPA coupling cs	Menin MLL FP TR	Tb PFK inh	B2AR arrestin	Giardia killer	a7 integrin act	S-ASM inh	Chronic BCR inh
1	CCOC(=O)Cn1c(=O)oc2cc(S(=O)(=O)NCCc3ccc(C)cc3)ccc21	-3%	1%	-2%	-1	-8%	-1%	0.2%	-1	-17%	2%	8%
2	S=C(N/N=C/c1ccco1)NC1CC2CCC1C2 (centres undefined)	0%	x	-1%	0	11%	-12%	u	-2	-14%	-2%	u
3	N#Cc1ccc(CO/N=C/c2ccccc2)cc1	0%	3%	-2%	0	1%	2%	-0.2%	13	7%	-1%	-1%
4	O=[N+]([O-])c1cccc2c(N3CCCC3)ccnc12	0%	-11%	-1%	0	-13%	0%	-0.4%	u	-32%[inhibitor]	-7%	-20%
5	N#Cc1c(C#N)c(-c2ccccc2)n(-c2ccccc2)c1N	-9%	9%	-2%	8	9%	-4%	-1.2%	16	0%	-19%	u
6	CCOC(=O)CCn1cc(F)c(=O)[nH]c1=O	-4%	-6%	7%	9	-28%	2%	0.2%	8	8%	11%	9%
7	COc1ccc(OCC(=O)NCc2n[nH]c(=O)c3ccccc23)cc1	-8%	x	x	x	x	-8%	0.2%	0	-15%	-1%	0%
8	COc1ccccc1CN1C[C@@H]2C[C@@H](c3cccc(C)n3)N3CCC[C@@]23C1=O	0%	-2%	5%	1	u	1%	-0.1%	-13	1%	3%	u
9	COc1cccc(CNC(=O)c2ccc(NC(=O)C3CCCO3)cc2)c1 (centres undefined)	-5%	-8%	-2%	1	6%	-7%	-0.1%	17	-3%	-1%	-1%
10	COc1ccc(/C=C(/CC(=O)NCc2ccc(Cl)cc2)c2nc3ccccc3s2)cc1	3%	-15%	3%	-3	5%	1%	-1.8%	2	26%	37%	u
11	O=C(NCCOc1cccc(Oc2ccccc2)c1)c1cc(-n2cnnc2)ccc1Cl	-5%	9%	0%	-1	-2%	9%	-0.2%	-11	-32%	-10%	u
12	Cc1ccccc1OCc1nc2c3c(ncn2n1)-c1ccccc1CC31CCCC1	0%	-1%	-2%	0	9%	-1%	-1.8%	-29	24%	-7%	7%
13	Cc1ccc(N(C(=O)CNC(=O)c2ccco2)C(C(=O)NC2CCCC2)c2ccncc2)c(C)c1 (centres undefined)	-11%	x	4%	-1	-11%	1%	-0.9%	-11	-6%	0%	1%
14	Cc1cc(C)cc(NC(=O)COc2coc(CN3CCN(c4ccccc4)CC3)cc2=O)c1	0%	x	x	x	x	27%	-3.5%	-10	-12%	x	3%
15	CCCC1NC(=O)NC(C)=C1C(=O)OCC (centres undefined)	-4%	1%	0%	2	x	-4%	0.4%	17	3%	5%	11%
16	CCN(CC(=O)Nc1ccc(OC)cc1)C(=O)c1cc(S(=O)(=O)N(C)C)ccc1N1CCCC1	-3%	x	x	x	x	0%	-0.3%	25	-8%	-2%	18%
17	CCC(C)(C)n1nnnc1C(c1cc2ccc(C)cc2[nH]c1=O)N(Cc1cccnc1)Cc1ccco1 (centres undefined)	-5%	-1%	0%	5	u	0%	-0.9%	12	4%	-3%	-4%
18	O=c1[nH]c2c(s1)C=Nc1ccccc1N2	u	-2%	4%	-2	7%	1%	0.4%	-6	-31%	6%	3%
19	Cc1noc(NS(=O)(=O)c2ccc(NC(=O)CSc3nc4ccccc4s3)cc2)c1C	-6%	-6%	0%	22	u	-18%	0.2%	-4	-3%	4%	6%
20	COc1ccc(/C(N)=N/OC(=O)c2ccc(OC)c([N+](=O)[O-])c2)cc1OC	-6%	2%	2%	2	18%	0%	-0.6%	2	2%	-2%	2%
21	Cc1ccc(NC(=O)CC(C)S(=O)(=O)c2ccc3c(c2)NC(=O)CO3)cc1C (centres undefined)	-4%	x	-2%	-4	17%	1%	0.1%	31[activator]	20%	4%	8%
22	COc1cc(OC)c2c(-c3cccc(-c4ccc(O)cc4)c3)cc(=O)oc2c1	-1%	x	x	0	7%	-2%	0.2%	14	-9%	u	u
23	COc1ccccc1-n1c(SCC(=O)NC2CCS(=O)(=O)C2)nc2cc([N+](=O)[O-])ccc21 (centres undefined)	2%	-4%	-1%	-11	12%	-1%	-0.4%	-8	-21%	-4%	u
24	COc1ccc(-n2cc(-c3ccccc3)c3c(NCCCN4CCOCC4)ncnc32)cc1	-3%	-3%	1%	4	u	-1%	-0.1%	3	-7%	-2%	5%
25	O=C(Nc1ncc(Cc2ccccc2)s1)C1CCCO1 (centres undefined)	-4%	-2%	-1%	-2	-8%	-8%	0.3%	13	31%	2%	u
26	COc1cccc(NC(=O)C2CCC(CNC(=O)[C@@H]3Cc4ccccc4CN3)CC2)c1 (some centres undefined)	-4%	x	6%	x	x	-7%	0.0%	0	13%	4%	u
27	N#Cc1ccc(NC(=O)COC(=O)CSc2nnc(-c3ccc(Cl)cc3)o2)cc1	-5%	0%	1%	2	4%	-3%	-0.1%	5	-42%	-9%	7%
28	Cc1ccccc1-n1c(SCC(=O)c2cc(C)n(C)c2C)nnc1-c1ccncc1	-1%	0%	-7%	0	-27%	-2%	0.3%	-3	-26%	0%	u
29	O=C(CN1C(=O)NC2NC(=O)NC21)N/N=C/c1ccccc1O (centres undefined)	-1%	4%	0%	1	0%	2%	0.0%	-5	19%	i	0%
30	COC(=O)COc1ccc(C)cc1-n1nc2ccccc2n1	-9%	2%	1%	9	-12%	-2%	0.2%	u	11%	1%	5%
31	Cc1ccc(CNC(=O)CSc2ccc(-c3cccs3)nn2)cc1	-7%	-11%	2%	0	u	-8%	-0.4%	-12	19%	1%	-8%
32	Cc1ccc(N(C(=O)c2csnn2)C(C(=O)NC(C)(C)C)c2cccnc2)cc1C (centres undefined)	-2%	2%	-2%	3	-11%	-3%	-0.3%	-18	33%	0%	0%
33	CCOC(CNC(=O)CCc1c(C)nc2ncnn2c1C)OCC	-2%	-14%	1%	-2	x	-2%	-0.3%	-4	10%	3%	-21%
34	O=C(O)c1cccc(OCc2ccccc2Cl)c1	-5%	-13%	-2%	24	16%	-1%	-0.2%	-9	13%	1%	u
35	Cc1cccc2cc3c(nc12)-c1ccccc1C3=O	-3%	x	3%	-1	23%	3%	-1.1%	18	18%	-6%	u
36	Cc1ccc(-c2csc(NNC(=O)c3ccccc3)n2)cc1	-5%	-7%	0%	-2	-17%	-5%	-0.2%	14	-17%	-5%	0%
37	c1ccc(COc2ccc(OCCCn3cncn3)cc2)cc1	-5%	5%	0%	4	23%	-3%	-0.7%	-15	-10%	1%	-7%
38	CC(C)c1cc(-c2cc(-c3ccc(Cl)cc3)on2)nc(NCC2CC2)n1	-3%	1%	0%	-1	x	1%	-0.6%	10	2%	10%	u
39	O=C(COc1cccc2cccnc12)N1CCc2ccccc2C1	-9%	-2%	-3%	-8	-2%	0%	-0.1%	-7	-26%	2%	-26%
40	COc1ccc2c(c1)c(C(C)=O)c(C)n2C	-5%	2%	-1%	-2	x	1%	-0.8%	-16	40%	1%	u
41	O=C(O)c1ccc(Cl)c(NCc2cccs2)c1	2%	6%	6%	8	1%	2%	-0.2%	1	6%	0%	0%
42	COc1cccc(=O)c2c(C)n(-c3ccc(C(=O)O)cc3)c(C)c12	-3%	25%	0%	-12	-10%	11%	0.5%	6	1%	0%	0%
43	CC(C)CCC(C)NC(=O)Cc1ccc(S(=O)(=O)N2CCOCC2)s1 (centres undefined)	-1%	-1%	4%	0	-13%	-2%	-0.9%	-9	29%	6%	11%
44	CCC(=O)Nc1ccc(NC(=O)CSc2nnc(-c3ccco3)n2CC)cc1	1%	1%	1%	-2	4%	10%	-0.3%	-3	u	1%	2%
45	COc1ccc(C)cc1NC(=O)NNC(=O)c1ccoc1C	0%	-7%	8%	x	x	1%	0.3%	-11	-8%	x	u
46	CNc1nc(C)nc(N/N=C/c2ccccc2)n1	-1%	-5%	-1%	-1	-8%	-2%	-0.1%	0	-25%	0%	u
